Assay outcomes deposited in PubChem BioAssay by National Center for Advancing Translational Sciences (NCATS).
DRD3 antagonist: antagonists of human D3 dopamine receptor; D3R cells, DiscoveRx beta-arrestin luminescence, antagonist mode; hits give low values; max response, negative = inhibition, %; actives 2.5% (n = 360,000); AID 652054; in the data active = max response below about -50%; inconclusive = no clear call, values can overlap the other calls; also: % is scaled to controls: 0 for no effect and ±100 for the full control effect; mostly tested at two doses, the higher about 12 µM
Target sequence (P35462 whole entry, looked up): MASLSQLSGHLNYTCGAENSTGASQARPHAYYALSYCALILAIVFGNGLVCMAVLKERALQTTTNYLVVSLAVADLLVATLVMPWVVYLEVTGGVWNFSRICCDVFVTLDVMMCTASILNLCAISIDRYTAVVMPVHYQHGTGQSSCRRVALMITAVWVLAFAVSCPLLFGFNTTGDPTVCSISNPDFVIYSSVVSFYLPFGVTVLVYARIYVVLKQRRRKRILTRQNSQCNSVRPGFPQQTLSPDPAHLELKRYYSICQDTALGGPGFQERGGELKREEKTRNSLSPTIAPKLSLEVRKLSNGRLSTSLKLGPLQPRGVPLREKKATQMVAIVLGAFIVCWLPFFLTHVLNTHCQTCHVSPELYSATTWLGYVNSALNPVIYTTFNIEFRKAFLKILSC
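Cells plated overnight at 1500 cells/well, then exposed to library compounds with dopamine controls for 90 minutes at 37 degrees C. DiscoveRx reagent added for 30–60 minutes at room temperature; luminescence read, quantitative HTS format.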
TDP43 rescue: TDP-43 toxicity inhibition in yeast. TDP-43 expressing yeast growth rescue, BacTiter-Glo, 24 h. Potency, µM (highest dose often 46.1 µM), inactives show at the highest dose growth rescue (activation), actives largely listed as activators. actives 1.8% (n = 410,000). AID 652104; also: potency is read from the fitted curve at half-maximal effect; % of control where 0% means no effect; nearly all actives have a fitted effect of over 50% in size
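Readout is BacTiter-Glo luminescence of cell growth, so inhibitors register as activators. TDP-43-expressing yeast at OD600=0.02 in galactose medium, after raffinose pregrowth to mid-log, were incubated with compound for 24 hr at 30 deg C.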
EPAC2 agonist: EPAC2 (human) agonism; Potency, µM (highest dose often 154 µM), without a hit: top-dose activation, hits mostly activators; AID 720711; Q8WZA2; actives 0.079% (n = 360,000); EPAC2 activation, biochemical qHTS; response scale: 100% = 6.5 mM cAMP response; also: potency is read from the fitted curve at half-maximal effect; nearly all actives have a fitted effect of over 50% in size
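Setup: EPAC2 100 nM, labeled Rap1B complex 250 nM, free GDP 50 uM. Compound titrations pinned in, brief spin, 5 min room temperature incubation. Kinetic fluorescence read over 30 min, normalized to 6.5 mM cAMP.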
DRD3 agonist: D3 dopamine receptor (human) agonism | D3R DiscoveRx beta-arrestin cells, luminescence, 90 min | max activation, % | P35462 | actives 0.58% (n = 410,000); in the data active = max activation above about 30%; also: 0% is about no effect; mostly tested at two doses, the higher about 12 µM
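Agonist mode: compounds and dopamine controls were applied to plated cells for 90 min at 37 degrees C after an overnight attachment at 1500 cells/well. Luminescent read-out followed 30 - 60 minutes at room temperature with DiscoveRx detection reagent.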
FUS suppressor: suppressors of FUS proteinopathy in yeast; S. cerevisiae FUS-expressing, growth rescue, OD600, 24 h; Potency, µM (highest dose often 76.6 µM), inactives show at the top dose growth rescue (activation), hits mostly activators; actives 0.24% (n = 390,000); AID 1347120;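 also: potency is read from the fitted curve at half-maximal effect; plate controls were DMSO vehicle for no effect and reference control for full effect; nearly all actives have a fitted effect of over 55% in size; some results filed as inactive show a strong effect at the top dose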
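Galactose (2%) drives FUS expression in yeast precultured in raffinose; seeding density OD 0.005. Test compounds incubated 24hr at 30C and 99% humidity before absorbance at 600 nm was measured.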
aSyn rescue: inhibitors of alpha-synuclein toxicity in yeast | Yeast expressing alpha-synuclein, growth rescue, BacTiter-Glo, 24 h | Potency, µM (doses to about 46.1 µM), without a hit: at the highest dose growth rescue (activation), actives largely listed as activators | actives 0.14% (n = 370,000) | AID 652106; also: potency is read from the fitted curve at half-maximal effect; % of control where 0% means no effect; nearly all actives have a fitted effect of over 65% in size
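Galactose-induced alpha-syn yeast (OD600=0.02, raffinose-pregrown) + pinned cpd, 24 hr, 30 deg C; growth by BacTiter-Glo luminescence. Growth restoration scores as activation.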
EPAC2 antag: EPAC2 (human) antagonism. EPAC2 GEF exchange of Rap1B-BODIPY-GDP, fluorescence. AID 720708. Potency, µM (highest dose often 114 µM), without a hit: top-dose activity, negative = inhibition, actives largely listed as inhibitors. actives 0.18% (n = 360,000). Q8WZA2; also: potency is read from the fitted curve at half-maximal effect; % is scaled to controls: 0 for no effect and ±100 for the full control effect; nearly all actives have a fitted effect of over 45% in size; many of its hits are not listed in these tables
Abeta yeast res: restores growth of yeast expressing A-beta42 peptide; actives 0.063% (n = 410,000); yeast expressing A-beta42, growth rescue, OD600, 48 h; response scale: 0% DMSO, 100% iron-clioquinol control; Potency, µM (doses to about 46.1 µM), without a hit: top-dose growth rescue, usual class: activators; also: potency is read from the fitted curve at half-maximal effect; nearly all actives have a fitted effect of over 55% in size
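Yeast growth medium received pinned compounds, then yeast cells expressing toxic A-beta were added; plates incubated at 30 C for 48 hr. Growth read as absorbance at 600 nm, normalized to DMSO and equimolar FeCl3 plus clioquinol controls.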
The depositor's hits bear a star; ? = inconclusive; · = not tested or not shown; [ ] = another dose, or the depositor's remark. Unless noted, calls follow the shape of the dose curve; as a rule, active = well fitted curve in the direction sought with a large enough effect; inconclusive = small, poorly fitted or top-dose-only effect, or another doubt; inactive = no such curve, though single readings can be large; an effect the other way counts as inactive or inconclusive. These rows are one share of the data; the hit share may differ from the screen's.

Start of the data: the first 11 records, to show the layout:
SMILES | DRD3 antagonist | TDP43 rescue | EPAC2 agonist | DRD3 agonist | FUS suppressor | aSyn rescue | EPAC2 antag | Abeta yeast res
CN(C)C(=O)c1ccc(NC(=O)COC(=O)/C=C/c2cccs2)cc1 | 0 | -10% | 29% | -19 | -1% | -5% | -5% | -11%
COc1ccc(C2=Nc3ccccc3N(C(=O)c3cnccn3)C2C(=O)NC2CCCC2)cc1 (stereo unspecified) | ? | -23% | 18% | -13 | 13% | -12% | 18% | -22%
CCN(CC)C(=O)c1sc2c(c1C)c(=O)n(CCc1ccccc1)c(=O)n2Cc1ccc(F)cc1Cl | · | 23% | · | -2 | 27% | · | · | -2%
COC(=O)[C@H]1[C@H](c2ccccc2)[C@H](C(=O)OC)O[C@H]1c1ccccc1 | 1 | -14% | 10% | 13 | -7% | 1% | -2% | -7%
O=C(NCc1ccncc1)c1cnccn1 | -8 | 2% | 0% | -8 | 0% | -1% | 2% | 9%
O=C(CSc1nc(-c2ccccc2)cn1-c1ccccc1F)Nc1ccc(F)cc1 | · | 0%[9.22 µM] | · | -6 | 23% | · | · | 3%
Cc1cc(C(=O)N2CCC2(C)C(=O)Nc2ccc3[nH]ncc3c2)nn1C (stereo unspecified) | -16 | 8% | 2% | -3 | -30% | -14% | 14% | -3%
COc1cccc(Nc2ccc(C(=O)O)cc2N)c1 | -2 | ? | 0% | 6 | 41% | 15% | 2% | 11%
CN(c1ccccc1)S(=O)(=O)c1cccc(NC(=O)Cc2ccc(Cl)cc2)c1 | -20 | 12% | 15% | -13 | · | 1% | -6% | -1%
COc1cccc([C@@H]2CC=C(C(=O)O)[C@H](c3cccc(Cl)c3)N2S(=O)(=O)c2ccc(C)cc2)c1 | 0 | ? | 0% | -14 | -8% | -23% | 3% | -21%
O=C(CNC(=O)OCc1ccccc1)NCC(=O)Oc1ccc([N+](=O)[O-])cc1 | -3 | -3% | 7% | -8 | · | 0% | -2% | 0%

The list itself, from the start:
SMILES | DRD3 antagonist | TDP43 rescue | EPAC2 agonist | DRD3 agonist | FUS suppressor | aSyn rescue | EPAC2 antag | Abeta yeast res
CN(C)C(=O)c1ccc(NC(=O)COC(=O)/C=C/c2cccs2)cc1 | 0 | -10% | 29% | -19 | -1% | -5% | -5% | -11%
COc1ccc(C2=Nc3ccccc3N(C(=O)c3cnccn3)C2C(=O)NC2CCCC2)cc1 (stereo unspecified) | ? | -23% | 18% | -13 | 13% | -12% | 18% | -22%
CCN(CC)C(=O)c1sc2c(c1C)c(=O)n(CCc1ccccc1)c(=O)n2Cc1ccc(F)cc1Cl | · | 23% | · | -2 | 27% | · | · | -2%
COC(=O)[C@H]1[C@H](c2ccccc2)[C@H](C(=O)OC)O[C@H]1c1ccccc1 | 1 | -14% | 10% | 13 | -7% | 1% | -2% | -7%
O=C(NCc1ccncc1)c1cnccn1 | -8 | 2% | 0% | -8 | 0% | -1% | 2% | 9%
O=C(CSc1nc(-c2ccccc2)cn1-c1ccccc1F)Nc1ccc(F)cc1 | · | 0%[9.22 µM] | · | -6 | 23% | · | · | 3%
Cc1cc(C(=O)N2CCC2(C)C(=O)Nc2ccc3[nH]ncc3c2)nn1C (stereo unspecified) | -16 | 8% | 2% | -3 | -30% | -14% | 14% | -3%
COc1cccc(Nc2ccc(C(=O)O)cc2N)c1 | -2 | ? | 0% | 6 | 41% | 15% | 2% | 11%
CN(c1ccccc1)S(=O)(=O)c1cccc(NC(=O)Cc2ccc(Cl)cc2)c1 | -20 | 12% | 15% | -13 | · | 1% | -6% | -1%
COc1cccc([C@@H]2CC=C(C(=O)O)[C@H](c3cccc(Cl)c3)N2S(=O)(=O)c2ccc(C)cc2)c1 | 0 | ? | 0% | -14 | -8% | -23% | 3% | -21%
O=C(CNC(=O)OCc1ccccc1)NCC(=O)Oc1ccc([N+](=O)[O-])cc1 | -3 | -3% | 7% | -8 | · | 0% | -2% | 0%
CCN(CC(=O)Nc1c(F)cccc1F)C(=O)C1CCN(C(=O)c2ccc(F)cc2)CC1 | 4 | 11% | -6% | 3 | 8% | -5% | 3% | -1%
Nc1c(Nc2ccccc2)c2ccccc2oc1=O | 7 | ? | 10% | 2 | 14% | 18µM* | -1%[57.1 µM] | 1%
Cc1c(Cl)cccc1-n1ncc(C(=O)NCCN2CCN(C)CC2)c1C1CCN(C(=O)OC(C)(C)C)CC1 | · | -4% | · | 1 | 6% | · | · | 2%
CC(=O)Nc1ccc(NC(=O)C2CC(=O)N(c3cccc(C)c3C)C2)cc1 (stereo unspecified) | 4 | 4% | -3% | 1 | 18% | 1% | 4% | 2%
CCCc1nn2c(=O)cc(COC(=O)c3cccc(NC(=O)c4cccs4)c3)nc2s1 | · | 11% | · | -9 | 4% | · | · | -7%
CN(C)/C=C1\C(=O)N(c2ccc(Cl)cc2)CS1(=O)=O | -4 | 18% | 2% | 0 | 10% | 2% | 2% | -9%
COCCn1c(=S)[nH]c2cc(C(=O)NCc3ccc(F)cc3)ccc2c1=O | -1 | 16% | -4% | 4 | -22% | -6% | -3% | -5%
O=C(NCc1ccc(N2CCCC2=O)cc1)C1CCC(=O)N(Cc2ccccc2F)C1 (stereo unspecified) | 11 | 7% | 3% | 11 | · | 11% | 11% | 0%
COCCNC(=S)Nc1cc(OC)c(OC)cc1C#N | -51* | -8% | 7% | -3 | -23% | -1% | -1% | 2%
CCc1cccc(CC)c1NC(=O)C(CC)n1nc(C)n2c(cc3cc(C)ccc32)c1=O (stereo unspecified) | · | 26% | · | -2 | -11% | · | · | -6%
c1cnc2ncc3sccc3c2c1 | 6 | 0% | 5% | 6 | -12% | 3% | -4% | -1%
O=C(CN1CCCCCC1)NC(c1ccccc1)c1ccccc1 | ? | -6% | 5% | -19 | 8% | 2% | 5% | 1%
CCOC(=O)c1ccccc1NC(=O)CSc1nnc(Cc2cccn2C)n1-c1ccc(F)cc1 | 44 | -6% | 12% | 14 | ? | 9% | 2% | -5%
Cc1cccnc1Nc1nc(-c2ccc(O)cc2)cs1 | 6 | ? | 16% | 3 | 21% | -6% | 2% | -25%
O=C(NCc1ccc2c(c1)OCO2)c1ccc(CS(=O)Cc2cccc(Cl)c2)o1 (stereo unspecified) | -7 | -3% | 17% | 0 | 9% | -3% | -2% | 7%
COc1ccc(-c2ccc(C(=O)O)c(=O)[nH]2)cc1 | 9 | -29% | 1% | 0 | 18% | 1% | 2% | -3%
CC(NC(=S)Nc1ccc(OC(F)F)c(Cl)c1)C(C)(C)C (stereo unspecified) | 9 | 16% | -11% | -11 | -14% | -10% | -7% | ?
COc1cc2c(cc1OC)CN(CC(=O)NC(=O)NC(C)(C)C)CC2 | -10 | 4%[9.22 µM] | 19% | -14 | 19% | 1% | 6% | -9%
O=C(NNC(=S)NCc1ccco1)c1ccc(Cl)s1 | ? | 14% | -8% | 4 | 6% | 0% | -4% | 26%
O=C(CCCc1ccccc1)Nc1ccc(S(=O)(=O)N2CCOCC2)cc1 | 12 | -5% | -2% | 12 | 9% | 8% | -7% | 8%
CNC(=S)N(Cc1ccc(OC)cc1)C1CC(=O)N(c2ccc(Cl)cc2)C1=O (stereo unspecified) | 13 | 18% | -1% | 0 | 6% | 3% | 0% | 16%
O=C(N/N=C\c1cn[nH]c1-c1ccccc1)c1cccs1 | -8 | 25% | 1% | -8 | · | 0% | -3% | 1%
Cc1c(Nc2cc(N3CCCCCC3)c3nonc3c2[N+](=O)[O-])c(=O)n(-c2ccccc2)n1C | -15 | 2% | 2% | -2 | -1% | 0% | -2% | 9%
Cc1ccc(S(=O)(=O)N2CCCCC2)cc1NC(=O)COC(=O)Cc1cccc2ccccc12 | 44 | -3% | 5% | 12 | 33% | 2% | 3% | 3%
Cc1cc(C)cc(Oc2nc3c(C)cccn3c(=O)c2/C=C(\C#N)c2nc3ccccc3s2)c1 | · | 0% | · | -3 | 18% | · | · | -20%
Cc1cccc(C)c1N1CCN(C(=O)Cn2cncn2)CC1 | 4 | 15%[9.22 µM] | -2% | 1 | 10% | 0% | -1% | -12%
Cc1no[n+]([O-])c1COc1ccc(/C=C2\NC(=S)NC2=O)cc1 | -20 | -8% | 19% | -15 | 17% | -3% | -5% | 4%
C=CCn1c(-c2ccncc2)n[nH]c1=S | -14 | -15% | 5% | 1 | 0% | -5% | 2% | 2%
COc1cc(OC)cc(C(=O)Nc2nc(CC(=O)NCc3ccccc3OC)cs2)c1 | 19 | 1% | 26% | -8 | 34% | -5% | 0% | -9%
Cc1oc2ncn(CC(C)C)c(=O)c2c1C(=O)NC(C)c1ccccc1 (stereo unspecified) | · | 10% | · | -6 | 24% | · | · | -16%
S=C1N(c2ccccc2)C(c2ccccc2)N2CCCN12 (stereo unspecified) | 9 | 17% | -3% | 8 | 3% | -1% | -1% | 16%
Cc1cccc(NC(=O)COc2cccc3c2CCN(Cc2ccccc2)C3=O)c1C | 7 | 14% | 2% | 3 | -7% | 8% | 2% | 18%
COc1ccccc1OCC(=O)Nc1cc(S(=O)(=O)N2CCOCC2)ccc1N1CCCCC1 | 5 | -1% | 10% | 5 | ? | 12% | 6% | 15%
COc1ccc(CC(=O)O/N=C(\N)c2ccccc2)cc1OC | -18 | 18% | 8% | 13 | 13% | 9% | -2% | 15%
C=CCn1nnnc1SCC(=O)Nc1ccccc1C(=O)OC | 13 | 2% | 4% | 24 | 6% | 7% | 4% | 9%
O=[N+]([O-])c1ccc(CN2CCSCC2)cc1 | -16 | -8% | 8% | -3 | 2% | 0% | 4% | -9%
N#Cc1nc(COc2ccccc2Cl)oc1NCc1ccc(F)cc1 | 7 | -20% | 2% | -13 | 8% | -4% | 1% | 0%
CC(OC(=O)c1cccc(S(=O)(=O)N2CCCCC2)c1)C(=O)NCC1CCCCC1 (stereo unspecified) | -12 | -22% | 13% | -16 | 41% | -4% | -1% | 3%
O=C(CNC(=O)c1cc(=O)[nH]c2ccc(S(=O)(=O)N3CCOCC3)cc12)Nc1ccc(F)c(F)c1 | -23 | -1% | 6% | -2 | 2% | 0% | 5% | -10%
